Source: PubChem BioAssay
Nrf2 ARE act = qHTS of Nrf2 Activators | AREc32 ARE-luciferase reporter (MCF7-derived line), luminescence, 24 h | Potency, µM (top dose mostly 46.1 µM), for inactives: top-dose activation, most hits filed as activators | actives 0.31% (n = 410,000) | AID 624171, 2012; further: potency means the concentration at half of the fitted maximal effect; % of control where 0% means no effect; nearly all actives have a fitted effect of over 65% in size
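Reporter line AREc32 (ARE-Fluc), seeded overnight in OPTI-MEM with 5% FBS; compound pin-transferred, 24 hr at 37 deg C, 5% CO2; luminescent read-out.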
CCT chaperon mod = High-Throughput Screening for Modulators of Cytosolic Chaperonin Activity; purified chaperonin ATPase assay, HTRF ADP detection, 30 min; activity change, % (no concentration beside the values), hits read low; AID 651819, 2012; actives 0.3% (n = 360,000); in the data active means activity change below about -30%; further: on the % scale 0 is the no-effect control and ±100 the full control effect
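ATPase activity: ADP formed was measured by HTRF Transcreener (665/615 nm ratio) after 30 min at 37 deg C with 10 uM ATP. Compounds screened at one 76 uM concentration against 40 or 20 nM TRiC in Tris pH 7.4/KCl/MgCl2/DTT buffer.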
A549 tox = Nrf2 qHTS screen for inhibitors: counterscreen for cytotoxicity; A549 ARE-Fluc cells, CellTiter-Fluor viability, 18-24 h; Potency, µM (top dose mostly 46 µM), without a hit: at the top dose activity change, negative = cytotoxicity, most hits filed as inhibitors; actives 0.16% (n = 390,000); AID 504648, 2011; further: potency means the concentration at half of the fitted maximal effect; on the % scale 0 is the no-effect control and ±100 the full control effect
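Cytotoxicity counterscreen: CellTiter-Fluor fluorescence was measured in A549 ARE_Fluc cells after 18-24 h of compound exposure in a concentration series. The subsequent BugLite luminescent read reports ARE-luciferase activity.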
TGFb inhibitor = qHTS for Inhibitors of TGF-b. HepG2 CAGA-GFP TGF-b/SMAD3 reporter, GFP fluorescence, 18 h; TGF-beta stimulated, 500 pg/mL final. Potency, µM (doses to about 46.1 µM), without a hit: top-dose activity, negative = inhibition, usual class: inhibitors. actives 1.2% (n = 410,000). AID 588855, 2011; further: potency means the concentration at half of the fitted maximal effect; on the % scale 0 is the no-effect control and ±100 the full control effect; nearly all actives have a fitted effect of over 65% in size
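GFP signal (ex488/em500-530) from TGF-beta-stimulated HEPG2 CAGA-GFP cells, 500 pg/mL final, 18 h at 37 degrees C in DMEM plus 1% FBS, normalized to unstimulated and DMSO-stimulated controls.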
HepG2 tox = qHTS for Inhibitors of TGF-b: Cytotox Counterscreen | HepG2 CAGA-GFP viability, ATP luminescence, 18 h | Potency, µM (titrated, usually from 46.1 µM), for inactives: top-dose activity change, negative = cytotoxicity, actives largely listed as cytotoxic | actives 0.76% (n = 410,000); further: potency means the concentration at half of the fitted maximal effect; some results filed as inactive show a strong effect at the top dose
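CellTiter-Glo luminescence gave cytotoxicity after 18 hours at 37 degrees C. The cells were HepG2 CAGA-GFP in 1% FBS DMEM, stimulated with 500 pg/mL TGF-beta after compound addition. %Activity was normalised to no-cell wells (complete cell-killing) and DMSO (no toxicity), and curves were fitted and classified.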
Mm-Cpn inhibitor = Inhibitors of TCP-1 ring complex (TRiC) of Methanococcus maripaludis (MmCpn): qHTS; AID 504842, 2011; actives 0.031% (n = 330,000); Potency, µM (series often up to 76.9 µM), for inactives: at the top dose activity, negative = inhibition, actives largely listed as inhibitors; purified Mm-Cpn ATPase, ADP Transcreener TR-FRET; Chaperonin Mm-Cpn (Methanococcus maripaludis); further: potency means the concentration at half of the fitted maximal effect; on the % scale 0 is the no-effect control and ±100 the full control effect; nearly all actives have a fitted effect of over 80% in size
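Reaction buffer contained 30 mM Tris pH 7.4, 100 mM KCl, 5 mM MgCl2 and 1 mM DTT. Mm-CPN (25 nM final) hydrolysed 10 uM ATP over 30 min at 37°C; ADP was read by HTRF.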
Akt phos inh = HTS Assay for Inhibitors of Akt Phophorylation: Primary Screen | actives 0.32% (n = 360,000) | activity change, % for hits at 50 µM | Neuro2A IGF-stimulated pAkt S473 HTRF, 20 min; active compounds read low; in the data active means activity change below about -80%; inconclusive means mostly about -51% to -80%; further: on the % scale 0 is the no-effect control and ±100 the full control effect
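Single-point screen (50 µM final compound) in Neuro2A cells stimulated 20 min with 6 nM IGF at 37 deg C. After lysis, Ser473-phosphorylated Akt read by HTRF (ex 330 nm, em 615/665 nm) as the 665/615 ratio.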
Nrf2 inh = Nrf2 qHTS screen for inhibitors; A549 ARE-Fluc reporter, luciferase luminescence, 18-24 h; Potency, µM (top dose mostly 46 µM), for the others: at the highest dose activity change, negative = inhibition, actives largely listed as inhibitors; actives 2.1% (n = 360,000); AID 504444, 2011; further: potency means the concentration at half of the fitted maximal effect; on the % scale 0 is the no-effect control and ±100 the full control effect; nearly all actives have a fitted effect of over 60% in size
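Nrf2 activity is the BugLite luminescence, read 15 min after reagent at room temperature, following CellTiter-Fluor cytotoxicity readout (30 min, 37C). Compound titrations were applied for 18-24 h to 5000 A549 ARE_Fluc cells/well in 5% FBS OPTI-MEM.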
ATXN viability = Viability Counterscreen for Primary qHTS for Inhibitors of ATXN expression; S2 cells (HEK-293 line with an ATXN2-luciferase reporter) viability, CellTiter-Fluor protease fluorescence, 24 h; Potency, µM (doses to about 56.7 µM), actives largely listed as cytotoxic; actives 0.49% (n = 400,000); further: potency means the concentration at half of the fitted maximal effect; nearly all actives have a fitted effect of over 40% in size
Starred values were filed as active, the others as inactive; i = inactive; u = inconclusive; x = not tested or not shown; & = joins results of further samples. Unless noted, the call rests on the fitted dose curve; in most records, active means well fitted curve in the direction sought with a large enough effect; inconclusive means small, poorly fitted or top-dose-only effect, or another doubt; inactive means no such curve, though single readings can be large; an effect the other way counts as inactive or inconclusive.

The line under a structure holds: Akt phos inh	A549 tox	HepG2 tox	ATXN viability	Nrf2 inh	TGFb inhibitor	CCT chaperon mod	Mm-Cpn inhibitor	Nrf2 ARE act
1. COc1nccnc1NS(=O)(=O)c1ccc(NC(=S)NC(=O)/C=C/c2ccccc2)cc1
 : i	-10%	-4%	i	u	-5%	-5.1	-3%	-0.3%
2. C/C(=N/OC(=O)c1cccc(C(F)(F)F)c1)c1cnccn1
 : i	3%	9%	i	-19%	-2%	-2.3	1%	-0.1%
3. Cc1nc2ncnn2c(N2CCC(C(=O)NC3CCCC3)CC2)c1Cc1ccccc1
 : i	-3%	-12%	i	x	-2%	2.3	-5%	0.0%
4. COc1ccc(OCC(=O)OCC(=O)NC2CCCC2)cc1
 : i	-3%	-3%	i	-4%	-12%	-2.7	1%	0.4%
5. COc1cccc(CNC(=O)c2ccc3c(Cl)c4c(nc3c2)CCCC4)c1
 : x	10%	-25%	u	11%	u	x	x	15%
6. Cc1ccc2oc(=O)c3cc(C(=O)N4CCN(C)CC4)sc3c2c1
 : i	0%	-5%	i	1%	22%	-1.0	1%	2.2%
7. Cc1ccc2cccc(OCCCOc3ccccc3CO)c2n1
 : i	4%	-15%	i	-16%	-12%	1.2	-1%	3.0%
8. O=c1sc(/C=N/Nc2ccccc2)c(Cl)n1Cc1ccccc1
 : i	-1%	1%	i	u	-16%	-3.8	1%	12%
9. O=C(Cc1c(F)cccc1Cl)NCc1cccnc1
 : i	0%	7%	i	11%	3%	-0.4	0%	-0.9%
10. COc1cc(C(=O)Nc2ccc(S(=O)(=O)N(C)c3ccccc3)cc2)cc(OC)c1OC
 : i	-2%	-75%	i	u	0%	0.0	1%	2.7%
11. O=[N+]([O-])c1ccc(OCC(O)CN(CCO)CCO)cc1 (stereo unspecified)
 : i	-1%	-1%	i	-4%	0%	-2.2	-2%	0.3%
12. CCOC(=O)CSc1nnc(Cn2nnc(-c3ccccc3)n2)n1CC
 : i	8%	-33%	i	12%	-2%	-1.8	1%	-0.2%
13. Cn1nc(C(=O)N2CCOCC2)c2ccccc2c1=O
 : i	28%	9%	i	-23%	u	1.8	2%	-0.3%
14. Cc1cccc(N2CCN(C(C)C(=O)N3CCc4ccccc43)CC2)c1C (stereo unspecified)
 : i	0%	-6%	i	7%	21%	-2.9	-2%	-0.5%
15. COc1ccccc1OCC(=O)Nc1nnc(C2CCCC2)s1
 : i	-4%	4%	i	3%	0%	-2.1	-3%	0.7%
16. CC(Sc1nnc(Cc2ccc3c(c2)OCO3)o1)C(N)=O (stereo unspecified)
 : i	3%	-4%	i	-5%	5%	-0.3	-1%	-0.4%
17. CCCS(=O)(=O)c1nc(S(=O)(=O)c2ccc(C)cc2)c(N2CC(C)OC(C)C2)s1 (stereo unspecified)
 : i	-2%	0%	i	-29%	0%	1.8	0%	u
18. CCc1ccc(NC(=O)C(C)Oc2nnc(-c3cccs3)c(-c3cccs3)n2)cc1 (stereo unspecified)
 : i	-15%	3%	i	-21%	0%	-0.4	-7%	-0.7%
19. COc1ccccc1CNC(=O)CCn1c(=O)c2ccccc2n(CC(=O)Nc2ccc(C)cc2)c1=O
 : x	8%	-24%	i	-29%	4%	x	x	0.2%
20. COCC(C)n1c(C)cc(C(=O)COC(=O)c2ccc(N3CCCC3=O)cc2)c1C (stereo unspecified)
 : i	-2%	-1%	i	-17%	-10%	-4.6	-2%	0.2%
21. Cc1c2cnn(CC(=O)N3CCCCC3)c(=O)c2c(C)n1Cc1ccc(Cl)cc1
 : x	-16%	-14%	x	-16%	u	x	x	0.1%
22. O=C(C[C@@H]1C/C=C\C[C@H](Cc2ccc(F)cc2)C(=O)OCCNC1=O)NCCO
 : i	-6%	-13%	i	7%	-5%	-2.3	-2%	-0.6%
23. COc1cc(/C=C/c2nc(N)nc(-c3ccccc3O)n2)cc(OC)c1OC
 : i	7%	-28%	i	-1%	0%	1.4	0%	0.8%
24. Cc1ccc([C@H]2C(C(=O)O)=CC[C@@H](c3cccc(C)c3)N2S(=O)(=O)c2ccc(C)cc2)cc1
 : i	-6%	3%	i	-28%	21%	-2.4	-2%	-0.8%
25. NC(=O)c1ccc(NS(=O)(=O)c2ccccc2F)cc1
 : u	-11%	-79%	i	-8%	u	1.7	3%	-0.2%
26. COC(=O)c1ccc(NC(=O)c2snnc2-c2ccccc2)cc1
 : i	-7%	4%	i	u	4%	1.8	-3%	0.1%
27. CCOC(=O)c1c(C)n(C)c2ccc(O)c(CN3CCN(C)CC3)c12
 : i	-2%	-12%	i	3%	2%	0.3	1%	3.0%
28. CCOC(=O)c1c(NC(=O)c2cc(-c3ccccc3)on2)sc2c1CCCC2
 : x	-1%	2%	i	x	3%	x	x	-1.1%
29. Cc1ccc(CC2(C)C(=O)Nc3ccc(OC(F)(F)F)cc32)cc1 (stereo unspecified)
 : i	x	-91%	x	x	16µM*	-0.1	x	-1.2%
30. CS(=O)(=O)N1CCN(C(=O)c2cc(-c3cccnc3)nc3ccc(Br)cc23)CC1
 : i	7%	-8%	i	-9%	1%	0.4	-6%	3.0%

Complete entries, quoted from the list. Screens in order: Akt phos inh, A549 tox, HepG2 tox, ATXN viability, Nrf2 inh, TGFb inhibitor, CCT chaperon mod, Mm-Cpn inhibitor, Nrf2 ARE act
`Cc1ccc(CC2(C)C(=O)Nc3ccc(OC(F)(F)F)cc32)cc1` (stereo unspecified) in the list: i, x, -91%, x, x, 16µM*, -0.1, x, -1.2%
`COc1ccc(OCC(=O)OCC(=O)NC2CCCC2)cc1` in the list: i, -3%, -3%, i, -4%, -12%, -2.7, 1%, 0.4%

Carrying on.
The line under a structure holds: Akt phos inh	A549 tox	HepG2 tox	ATXN viability	Nrf2 inh	TGFb inhibitor	CCT chaperon mod	Mm-Cpn inhibitor	Nrf2 ARE act
31. CC1CCCCN1C(=O)CSc1nnc(-c2cccnc2)n1C1CCCCC1 (stereo unspecified)
 : x	2%	0%	i	x	1%	-1.7	-2%	-0.7%
32. CC1Cc2ccccc2N1CC(=O)Nc1cccc(S(N)(=O)=O)c1 (stereo unspecified)
 : i	-5%	6%	i	3%	5%	-0.5	2%	-0.2%
33. Cn1nccc1C(=O)N1CCc2c([nH]c3ccccc23)C1c1ccc(F)cc1 (stereo unspecified)
 : i	0%	-21%	i	u	0%	-6.0	-10%	5.2%
34. O=C(CN1CCN(c2ccccc2)CC1)N/N=C/c1cccc(F)c1
 : i	2%	-5%	i	4%	0%	-3.1	-1%	0.0%
35. CCCCCc1ccc(-c2cn(Cc3ccc([N+](=O)[O-])cc3)nn2)cc1
 : i	-4%	4%&-26%	i	-2%	-2%&-26%	1.1	2%	-0.4%
36. CNc1ncnc2c1ncn2[C@H]1CN(C2CCCC2)C[C@@H](CO)O1
 : i	x	-3%	i	x	3%	-1.4	x	0.4%
37. Cc1ccc(S(=O)(=O)c2cc(C)cc(S(=O)(=O)Nc3ccc(C(=O)O)cc3)c2C)cc1
 : i	0%	15%	i	-4%	0%	-3.5	0%	0.3%
38. O=C(Nc1cccc(NC(=O)c2cccnc2Cl)c1)c1ccco1
 : i	-8%	-21%	i	-10%	-2%	-0.6	0%	13%
39. O=C(NCc1ccc(F)cc1)Nc1cccc(Cl)c1
 : i	2%	-23%	i	15%	u	-1.8	-2%	4.5%
40. CCN(CC(=O)NC(=O)NCc1ccco1)Cc1ccccc1
 : i	-1%	7%	i	-2%	11%	-7.6	-1%	-0.2%
41. Cc1c(C(=O)NC2CCS(=O)(=O)C2)oc2ccccc12 (stereo unspecified)
 : i	1%	14%	i	3%	-26%	-1.3	-2%	0.3%
42. O=C(NCC1CCCO1)C(c1ccncc1)N(Cc1ccc(F)cc1)C(=O)CN1C(=O)c2ccccc2S1(=O)=O (stereo unspecified)
 : i	4%	-27%	i	-1%	0%	0.6	1%	-0.8%
43. Cc1ccc(/C=C/C(=O)N2CC(C)CC(C)C2)o1 (stereo unspecified)
 : i	-4%	-28%	i	-5%	u	0.3	0%	u
44. Cc1cc(C)c(NC(=O)c2cc(S(=O)(=O)N3CCOCC3)ccc2F)c(C)c1
 : i	8%	9%	i	-6%	-3%	0.9	-3%	-0.2%
45. COC(=O)c1cc(=O)n(Cc2ccc3c(c2)OCO3)c(=Nc2ccccc2)s1
 : i	0%	3%	u	-11%	-23%	-0.4	2%	4.1%
46. COc1ccccc1C(CNc1ncnc2sc(C)c(C)c12)N(C)C (stereo unspecified)
 : i	11%	1%	i	16%	0%	1.6	-1%	3.2%
47. CC1CCCN(S(=O)(=O)c2ccc3c(c2)CCN3C(=O)CCC(=O)O)C1 (stereo unspecified)
 : x	0%	-3%	i	4%	1%	x	x	-0.8%
48. CCOc1nc(C)ccc1-c1noc(C)n1
 : -110%*	-1%	-13%	i	1%	-1%	-1.2	0%	0.2%
49. Cc1ccc(N2C(=O)C3CCC(C)(C2=O)C3(C)C)cc1C (stereo unspecified)
 : i	-4%	7%	u	-3%	-3%	-0.4	5%	2.3%
50. O=C(NC1CCS(=O)(=O)C1)c1ccccc1Cl (stereo unspecified)
 : i	1%	5%	i	8%	14%	-1.1	-4%	-0.6%
51. S=C(NCc1ccc(Cl)cc1)NC1CCN(Cc2ccccc2)CC1
 : i	3%	-64%	i	28%	u	1.8	2%	6.7%
